Screening data: PubChem, several laboratories
Arr AP2 block: blocks beta-arrestin peptide binding to AP2 adaptin | actives 0.31% (n = 340,000) | FITC-arrestin peptide / GST-AP2 beads, flow cytometry; AP2 beta2 appendage carries R879A mutation | inhibition, % at 10 µM;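 active = inhibition above a set limit, near 3 SD of compounds lacking own fluorescence, cut at about 54% in these data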;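 also: plate controls were DMSO wells for no effect and 5 µM unlabelled arrestin peptide for full effect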
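Material – GST-tagged AP2 beta2-adaptin appendage (R879A) on 4 µm glutathione beads · Probe or stimulus – fluorescein-tagged arrestin peptide at 50 nM final · Timing – 12 min plus 1 h, RT · Detection – bead flow cytometry, FITC channel · Read-out basis – inhibition as reduced fluorescein signal on beads, percent · Medium – PBS plus Tween 20 (0.05%) and BSA (0.1%)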
MITF act: increases MITF-driven TRPM1 promoter luciferase signal; SK-MEL-5 TRPM1-promoter luciferase, 24 h; % of positive control, neutral wells = 0; activation, % at 12.5 µM; actives 0.75% (n = 300,000); AID 588334;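 active = mean activation of at least 80% with every replicate also reaching 80%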;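 also: 0% = neutral control wells and 100% = parthenolide positive control wells; values of inactives mirror those of a sister screen read the other way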
NSD2 HMT inh: blocks human histone methyltransferase NSD2. O96028. NSD2 peptide methylation, AlphaScreen, 120 min. inhibition, % at 12.5 µM. actives 0.54% (n = 310,000); in the data active = inhibition above about 50%
SR-BI HDL uptake: mouse SR-BI HDL lipid transfer inhibition. Q61009. ldlA[mSR-BI] CHO cells, DiI-HDL uptake fluorescence, 3 h. inhibition, % at 12.5 µM. actives 0.96% (n = 320,000);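 active = mean replicate inhibition of at least 70% and a set share of replicates each scoring 70 or more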;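 also: 0% = median of neutral control wells and 100% = median of positive control wells; values of inactives mirror those of a sister screen read the other way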
Pemphigus Ab inh: human desmoglein-3 autoantibody binding inhibition; P32926; AID 588358; binding (percent of control), % at 10 µM; DSG3-coupled beads, scFv-anti-DSG3-GFP binding, flow cytometry; hits give low values; actives 0.48% (n = 310,000);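 active = binding more than 3 SD below its plate's average and above zero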;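 also: hits lower antibody fragment binding to DSG3; some compounds called inactive have numbers as strong as hits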
Target sequence (P32926 whole entry, looked up, the tested form may be a part): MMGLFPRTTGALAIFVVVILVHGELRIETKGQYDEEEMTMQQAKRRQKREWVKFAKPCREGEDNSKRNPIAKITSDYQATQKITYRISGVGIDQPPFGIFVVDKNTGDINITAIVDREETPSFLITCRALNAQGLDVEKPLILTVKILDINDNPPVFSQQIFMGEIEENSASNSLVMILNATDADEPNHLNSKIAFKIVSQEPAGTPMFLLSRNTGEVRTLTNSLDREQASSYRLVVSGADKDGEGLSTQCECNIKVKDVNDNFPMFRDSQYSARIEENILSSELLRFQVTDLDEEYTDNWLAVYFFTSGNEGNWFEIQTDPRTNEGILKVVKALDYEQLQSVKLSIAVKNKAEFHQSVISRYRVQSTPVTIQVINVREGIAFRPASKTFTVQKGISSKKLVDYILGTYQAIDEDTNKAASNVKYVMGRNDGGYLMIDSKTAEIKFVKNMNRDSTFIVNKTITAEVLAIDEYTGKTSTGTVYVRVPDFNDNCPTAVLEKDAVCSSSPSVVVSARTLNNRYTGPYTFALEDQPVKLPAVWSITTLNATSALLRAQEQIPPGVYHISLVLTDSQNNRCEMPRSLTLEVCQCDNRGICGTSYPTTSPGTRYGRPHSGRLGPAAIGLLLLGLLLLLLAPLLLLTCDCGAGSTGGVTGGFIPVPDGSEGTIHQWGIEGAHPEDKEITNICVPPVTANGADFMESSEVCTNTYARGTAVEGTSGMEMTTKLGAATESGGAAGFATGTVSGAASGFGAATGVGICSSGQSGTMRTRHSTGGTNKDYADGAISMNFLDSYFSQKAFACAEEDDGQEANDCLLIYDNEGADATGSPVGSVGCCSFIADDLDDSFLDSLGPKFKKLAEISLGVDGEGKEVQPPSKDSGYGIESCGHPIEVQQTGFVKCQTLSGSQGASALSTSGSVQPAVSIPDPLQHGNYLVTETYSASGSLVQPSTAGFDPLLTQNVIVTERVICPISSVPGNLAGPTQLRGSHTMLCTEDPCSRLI
Mot1-301 SUMO: SUMOylation pathway inhibition by Mot1-301 growth rescue | AID 2716 | actives 1% (n = 320,000) | growth rescue, % at 18.8 µM | S. cerevisiae Mot1-301 growth rescue, ATP luminescence, 38.5C; percent above DMSO median, 100 means doubled;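 active = every valid replicate shows activation above 250% relative to neutral control wells; inactive = the rest, any valid replicate at or below 250%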;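 also: OY570 slx delta 5 strain wells were the positive control but not used for scaling; some compounds called inactive have numbers as strong as hits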
CDK5 p35 inh: inhibitors of human CDK5/p35 kinase; Recombinant CDK5/p35, ADP-Glo luminescence, 60 min; inhibition, % at 10 µM; actives 0.01% (n = 330,000); AID 488839;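 active = highest replicate inhibition of at least 50% and at least 75% of replicates reaching 50%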;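 also: plate controls were DMSO neutral control for no effect and GW8510 at 10 µM for full effect; many of its hits are not listed in these tables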
SR-BI DiI-HDL act: SR-BI HDL lipid transfer activation; CHO ldlA[mSR-BI] cells, DiI-HDL uptake fluorescence, 3 h; 100 = double the neutral-control signal; activation, % at 12.5 µM; actives 0.096% (n = 320,000); AID 504775;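 active = mean replicate activation of at least 60% and every replicate at or above 60%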;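 also: 0% = median plate neutral-control signal and 100% = twice that signal; values of inactives mirror those of a sister screen read the other way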
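Test system: SR-BI-overexpressing, LDLR-lacking CHO cells. Measured by: DiI fluorescence, bottom read. Medium: Ham's F12 with 0.5% BSA, HEPES 25 mM, pH 7.4. Timing: 3 h uptake period with compound, 37 °C.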
PKA-R1A activ: activators of PKA-R1A complex; P00514+P68181; actives 0.083% (n = 340,000); PKA-R1A dissociation, Cy5-IP20 fluorescence polarization; scaled: DMSO 0%, 113 µM cGMP 100%; activation, % at 11.4 µM;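 active = percent activation above the mean of all tested compounds plus 3 SD, cut at about 19% in these data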;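 also: higher means more PKAc released from R1A so a rise in polarization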
dFosB activator: activators of mouse delta FosB homodimer | actives 0.99% (n = 340,000) | P13346 | purified delta FosB, TAMRA-CDK5 oligo fluorescence polarization; percent of positive-control signal above neutral wells | activation, % at 25 µM;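 active = mean activation above about 17%, with every replicate also reaching it, limit read from the data, passing the limit was not always enough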;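 also: fluorescence polarization rise as delta FosB binds a TAMRA Cdk5 AP-1 oligo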
PKA-R2B act: activators of human PKA-R2B complex. P22694+P31323. PKA-R2B holoenzyme dissociation, Cy5-IP20 fluorescence polarization; R2B truncated from residue 108, S112A mutant; 0% DMSO only, 100% 113 µM cGMP. activation, % at 11.4 µM. actives 0.079% (n = 340,000);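 active = activation above a cutoff set at the mean over all compounds plus 3 SD, cut at about 18% in these data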;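 also: higher means more holoenzyme dissociation and a rise in polarization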
* = called active by the depositor. Hits appear at their usual frequency. Share with any hit: about 4.7%.

CCN(CC)c1ccc(NC(=O)c2ccc(Br)o2)c(C)c1 was read as Arr AP2 block -3, MITF act 47, NSD2 HMT inh 17, SR-BI HDL uptake 30, Pemphigus Ab inh 96, Mot1-301 SUMO 32, CDK5 p35 inh 1.1, SR-BI DiI-HDL act -30, PKA-R1A activ 3, dFosB activator 3 and PKA-R2B act 0.
Screening CCCCn1c(N)c(N(CC)C(=O)c2c(C)noc2C)c(=O)[nH]c1=O returned Arr AP2 block 0, MITF act -3, NSD2 HMT inh 2, SR-BI HDL uptake -24, Pemphigus Ab inh 139, Mot1-301 SUMO 1, CDK5 p35 inh 1.3, SR-BI DiI-HDL act 24, PKA-R1A activ -2, dFosB activator 9 and PKA-R2B act -9.
For CC1=C(C(N)=O)C(c2ccncc2)n2nc(-c3ccccc3Cl)nc2N1 (stereo not drawn) the results were Arr AP2 block 27, MITF act 0, SR-BI HDL uptake -5, Pemphigus Ab inh 111, Mot1-301 SUMO -6, CDK5 p35 inh 2.3, SR-BI DiI-HDL act 5, PKA-R1A activ -15, dFosB activator 5 and PKA-R2B act 8.
Screening O=C(Nc1cccc(S(=O)(=O)NC2=NCCC2)c1)c1ccc(F)cc1F returned Arr AP2 block -3, MITF act 5, NSD2 HMT inh -10, SR-BI HDL uptake -60, Pemphigus Ab inh 106, Mot1-301 SUMO -1, CDK5 p35 inh 1.2, SR-BI DiI-HDL act 60, PKA-R1A activ 3, dFosB activator 2 and PKA-R2B act -2.
Cc1cccc(C)c1NC(=O)COC(=O)C1C2CC3OC(=O)C1C3C2 (stereo not drawn) was read as Arr AP2 block -1, MITF act -3, NSD2 HMT inh 16, SR-BI HDL uptake -17, Mot1-301 SUMO -4, CDK5 p35 inh -0.3, SR-BI DiI-HDL act 17, PKA-R1A activ 0, dFosB activator 3 and PKA-R2B act 5.
Screening C=CC[C@@H](CC(=O)NCCO)C(=O)N[C@@H](C)COC(=O)[C@@H](CC=C)Cc1ccc(F)cc1 returned Arr AP2 block -1, MITF act -4, SR-BI HDL uptake -1, Pemphigus Ab inh 99, Mot1-301 SUMO -3, CDK5 p35 inh 0.2, SR-BI DiI-HDL act 2, PKA-R1A activ 3, dFosB activator 0 and PKA-R2B act 3.
For CCC(CO)Oc1cc(NCc2cccc(Cl)c2)c2ncn(C(C)C)c2c1 (stereo not drawn) the results were Arr AP2 block 8, MITF act -25, SR-BI HDL uptake 22, Mot1-301 SUMO -15, CDK5 p35 inh 1.7, SR-BI DiI-HDL act -22, PKA-R1A activ -7, dFosB activator 4 and PKA-R2B act -4.
For Cc1ccc(F)c(NC(=S)Nc2cccc3ccccc23)c1 the results were Arr AP2 block 29, MITF act 8, NSD2 HMT inh 0, SR-BI HDL uptake -9, Mot1-301 SUMO -13, CDK5 p35 inh -1.1, SR-BI DiI-HDL act 9, PKA-R1A activ -5, dFosB activator -1 and PKA-R2B act 11.
`CN(CC(=O)Nc1ccc(N2CCOCC2)cc1)C(=O)CC(c1ccccc1)c1ccccc1` gave Arr AP2 block 5, MITF act 2, NSD2 HMT inh 14, SR-BI HDL uptake 24, Pemphigus Ab inh 109, Mot1-301 SUMO -12, CDK5 p35 inh -8.5, SR-BI DiI-HDL act -24, PKA-R1A activ 3, dFosB activator -21 and PKA-R2B act -3.
For Cc1ccccc1Cn1cc(C)c(=O)[nH]c1=O the results were Arr AP2 block 2, MITF act -10, NSD2 HMT inh -19, SR-BI HDL uptake -14, Pemphigus Ab inh 102, Mot1-301 SUMO -17, CDK5 p35 inh 0.4, SR-BI DiI-HDL act 14, PKA-R1A activ -2, dFosB activator -6 and PKA-R2B act -9.
`Cc1cccc(N2CCN(C(=O)Cn3cnc4c3c(=O)n(C)c(=O)n4C)CC2)c1C` gave Arr AP2 block 22, MITF act -14, NSD2 HMT inh 1, SR-BI HDL uptake -1, Pemphigus Ab inh 101, Mot1-301 SUMO -15, CDK5 p35 inh -0.5, SR-BI DiI-HDL act 1, PKA-R1A activ -6, dFosB activator 13 and PKA-R2B act -12.
`O=C(Cc1ccccc1)c1nnc(-c2ccccc2)o1` gave Arr AP2 block 27, MITF act 16, NSD2 HMT inh 0, SR-BI HDL uptake -23, Pemphigus Ab inh 109, Mot1-301 SUMO -11, CDK5 p35 inh -0.2, SR-BI DiI-HDL act 23, PKA-R1A activ 9, dFosB activator -4 and PKA-R2B act 3.
C[C@]12C=CC(=O)C=C1CC[C@@H]1[C@@H]2[C@@H](O)C[C@@]2(C)[C@H]1CC[C@]2(O)C(=O)CO was read as Arr AP2 block 0, MITF act 17, SR-BI HDL uptake -5, Pemphigus Ab inh 102, Mot1-301 SUMO 7, CDK5 p35 inh 0.6, SR-BI DiI-HDL act 5, PKA-R1A activ -2, dFosB activator 10 and PKA-R2B act 11.
Screening O=C1C(=O)N(Cc2cccnc2)C(c2cccc([N+](=O)[O-])c2)/C1=C(\O)c1ccc2c(c1)OCCO2 (stereo not drawn) returned Arr AP2 block 3, MITF act -4, NSD2 HMT inh -6, SR-BI HDL uptake -33, Pemphigus Ab inh 100, Mot1-301 SUMO 4, CDK5 p35 inh -2.5, PKA-R1A activ 0, dFosB activator -8 and PKA-R2B act 3.
Screening O=c1nc2ccccc2c(NS(=O)(=O)c2ccccc2)n1-c1ccccc1 returned Arr AP2 block -3, MITF act -3, NSD2 HMT inh 1, SR-BI HDL uptake -3, Pemphigus Ab inh 101, Mot1-301 SUMO -9, CDK5 p35 inh -0.3, SR-BI DiI-HDL act 3, PKA-R1A activ -3, dFosB activator -2 and PKA-R2B act -6.
Screening O=C1[C@@H]2C(Cc3ccc(O)cc3)NC3(C(=O)Nc4ccc(F)cc43)[C@@H]2C(=O)N1c1ccc(F)cc1 (stereo partly drawn) returned Arr AP2 block 2, SR-BI HDL uptake 6, Pemphigus Ab inh 103, Mot1-301 SUMO 19, CDK5 p35 inh 0.4, SR-BI DiI-HDL act -6, PKA-R1A activ -6, dFosB activator 5 and PKA-R2B act -4.
For CS(=O)(=O)N1CCN(c2ccc([N+](=O)[O-])cc2C(F)(F)F)CC1 the results were Arr AP2 block -28, MITF act -3, NSD2 HMT inh 2, SR-BI HDL uptake 10, Pemphigus Ab inh 101, Mot1-301 SUMO 202, CDK5 p35 inh 0.9, SR-BI DiI-HDL act -10, PKA-R1A activ -6, dFosB activator -2 and PKA-R2B act 1.
Screening Cc1ccc(NC(=O)c2cc(NC(=O)CCC(=O)O)ccc2N2CCCCC2)cc1 returned Arr AP2 block -4, MITF act -2, NSD2 HMT inh 5, SR-BI HDL uptake -30, Pemphigus Ab inh 126, Mot1-301 SUMO -14, CDK5 p35 inh -0.9, SR-BI DiI-HDL act 30, PKA-R1A activ 5, dFosB activator -8 and PKA-R2B act -3.
Screening CC1(C)Cc2cccc(OCC(=O)N3CCN(c4ccccc4Cl)CC3)c2O1 returned Arr AP2 block 29, MITF act -7, NSD2 HMT inh 1, SR-BI HDL uptake 57, Pemphigus Ab inh 96, Mot1-301 SUMO 18, CDK5 p35 inh 0.6, SR-BI DiI-HDL act -57, PKA-R1A activ -13, dFosB activator -13 and PKA-R2B act 5.
`Cc1c(OCC(=O)NCC(O)c2ccccc2)ccc2c3c(c(=O)oc12)CCC3` (stereo not drawn) gave Arr AP2 block 0, MITF act 15, NSD2 HMT inh -3, SR-BI HDL uptake 24, Mot1-301 SUMO 7, CDK5 p35 inh -0.6, SR-BI DiI-HDL act -24, PKA-R1A activ 18, dFosB activator -1 and PKA-R2B act -2.
For N=c1ccn2c(n1)O[C@H]1[C@@H](CO)[C@H](O)O[C@H]12 the results were Arr AP2 block -2, MITF act -7, SR-BI HDL uptake -7, Pemphigus Ab inh 96, Mot1-301 SUMO 159, CDK5 p35 inh -0.3, SR-BI DiI-HDL act 7, PKA-R1A activ -10, dFosB activator -3 and PKA-R2B act -5.
For CCOC(=O)c1cc(C#N)c(SCc2cccc3ccccc23)nc1C the results were Arr AP2 block 29, MITF act 2, NSD2 HMT inh -1, SR-BI HDL uptake 16, Pemphigus Ab inh 108, Mot1-301 SUMO -6, CDK5 p35 inh -0.9, SR-BI DiI-HDL act -16, PKA-R1A activ -13, dFosB activator 6 and PKA-R2B act -1.
Screening CC(C)(C)c1ccc(OCC(=O)N/N=C/C2CC=CCC2)cc1 (stereo not drawn) returned Arr AP2 block 21, MITF act -4, NSD2 HMT inh -6, SR-BI HDL uptake -13, Pemphigus Ab inh 104, Mot1-301 SUMO -16, CDK5 p35 inh -1.9, SR-BI DiI-HDL act 13, PKA-R1A activ 0, dFosB activator -27 and PKA-R2B act -2.
`O=C(NCc1ccco1)C1CCN(C(=O)c2ccc(Cl)cc2Cl)CC1` gave Arr AP2 block 22, MITF act -4, NSD2 HMT inh -2, Mot1-301 SUMO 3, CDK5 p35 inh 0.8, PKA-R1A activ 5, dFosB activator 6 and PKA-R2B act -2.
`OC(CCc1ccncc1)COc1ccccc1` (stereo not drawn) gave Arr AP2 block 1, MITF act 0, SR-BI HDL uptake -24, Pemphigus Ab inh 104, Mot1-301 SUMO -6, CDK5 p35 inh 0.5, SR-BI DiI-HDL act 24, PKA-R1A activ -3, dFosB activator -1 and PKA-R2B act 3.
Screening CCc1ccc(-c2cc(C)no2)cc1S(=O)(=O)N1CCN(c2ccccn2)CC1 returned Arr AP2 block -13, MITF act -5, NSD2 HMT inh -4, SR-BI HDL uptake 55, Mot1-301 SUMO 9, CDK5 p35 inh 0.7, SR-BI DiI-HDL act -55, PKA-R1A activ -9, dFosB activator -5 and PKA-R2B act -9.
O=C(c1cccc(F)c1)N1CCN(c2cccc(C(F)(F)F)c2)CC1 was read as Arr AP2 block -2, MITF act -4, NSD2 HMT inh -6, SR-BI HDL uptake -13, Mot1-301 SUMO 7, SR-BI DiI-HDL act 13, PKA-R1A activ 3, dFosB activator -5 and PKA-R2B act 3.
